OXTR potentiator: potentiates the human oxytocin receptor response. AID 2445. activation, % at 3 µM. P30559. CHO-OTR cells, Fluo-8 calcium fluorescence, potentiator mode; 0% = oxytocin EC15, 100% = EC100. 0.061% of 320,000 active;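 active means activation above that plate's cutoff, the mean activation of tested compounds plus 3 SD, cut at about 6.6% in these data, passing the limit was not always enough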;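 further: 100% uses oxytocin at 75 nM as the full agonist control; some results filed as inactive read as strong as hits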
Target sequence (P30559 whole entry, looked up): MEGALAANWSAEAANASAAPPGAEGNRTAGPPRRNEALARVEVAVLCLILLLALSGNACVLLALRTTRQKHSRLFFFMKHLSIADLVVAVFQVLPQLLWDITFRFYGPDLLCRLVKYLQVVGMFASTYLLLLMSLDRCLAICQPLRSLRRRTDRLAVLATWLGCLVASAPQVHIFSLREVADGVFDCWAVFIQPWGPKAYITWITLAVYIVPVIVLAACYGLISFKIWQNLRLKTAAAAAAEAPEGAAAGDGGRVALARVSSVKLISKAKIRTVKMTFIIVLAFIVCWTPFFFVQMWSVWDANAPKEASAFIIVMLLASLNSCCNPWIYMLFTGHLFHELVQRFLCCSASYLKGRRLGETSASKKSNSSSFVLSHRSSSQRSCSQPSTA
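Replication – single well per compound, singlicate · Assay system – CHO cell line stably expressing human OTR · Timing – 6 min pre-incubation, 100 s read · Measure – normalized max/min fluorescence ratio, % activation · Doses – 3.0 µM, one dose · Detection – Fluo-8 calcium dye fluorescence · Probe or stimulus – oxytocin near EC15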
CHO parental Ca: counter-screen: ATP calcium response change in parental CHO cells; parental CHO-K1, ATP-induced calcium, Fluo-8 fluorescence; inhibition, % at 5.6 µM; 0.63% of 330,000 active; AID 463079;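 active means inhibition above that plate's mean sample inhibition plus 3 SD, cut at about 26% in these data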;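 further: 0% = ATP-challenged DMSO wells and 100% = DMSO wells without ATP; some compounds past the cut are filed as inactive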
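Test system: parental CHO cells; detection: calcium-sensitive Fluo-8 fluorescence; evaluation: percent inhibition of calcium signal; also added: ATP as calcium-mobilizing challenge; repeats: one well per compound; control set: ATP-challenged DMSO wells low, unchallenged DMSO wells high; compound: single nominal dose of 5.6 µM per compound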
CHO-K1 Ca ag: nonselective activator or artifact in parental CHO-K1 cells | 0.48% of 360,000 active | Fluo-8 calcium fluorescence; scaled to maximal ATP response, vehicle zero | activation, % at 3 µM | AID 602248; in the data active means activation above about 15%;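 further: untransfected CHO-K1 host cells lacking M1 receptor as counterscreen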
CHO-K1 Ca antag: M1 antagonist counterscreen hit in parental CHO-K1 cells. ATP-induced calcium, Fluo-8 fluorescence. inhibition, % at 3 µM. 0.6% of 360,000 active;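 active means inhibition above a per-plate cutoff, the plate's mean sample inhibition plus 3 SD, cut at about 24% in these data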;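 further: 0% = DMSO plus EC80 ATP and 100% = DMSO alone without ATP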
TAAR1 agonist: human TAAR1 agonism. 0.99% of 360,000 active. AID 624467. Q96RJ0. activation, % at 3 µM. CHO RD-HGA16 TAAR1, Fluo-8 calcium fluorescence; vehicle wells 0%, saturating PEA agonist 100%;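 active means activation above the mean activation of all test compounds in the run plus 3 SD, cut at about 38% in these data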
Target sequence (Q96RJ0 whole entry, looked up): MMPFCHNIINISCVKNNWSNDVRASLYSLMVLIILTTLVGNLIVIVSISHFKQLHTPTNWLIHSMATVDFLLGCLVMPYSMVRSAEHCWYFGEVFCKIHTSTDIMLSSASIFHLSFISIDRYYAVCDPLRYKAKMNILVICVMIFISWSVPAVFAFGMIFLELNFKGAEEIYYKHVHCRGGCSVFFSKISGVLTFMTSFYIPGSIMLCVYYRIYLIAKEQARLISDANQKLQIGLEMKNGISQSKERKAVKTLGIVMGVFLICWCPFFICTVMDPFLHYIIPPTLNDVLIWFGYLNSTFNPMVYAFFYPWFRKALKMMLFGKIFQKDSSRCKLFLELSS
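System: CHO-derived RD-HGA16 cells with stable Gα16 and human TAAR1. Times: 17-24 h plating, Fluo-8 75 min 37 °C, 30 min RT. Measured by: calcium-sensitive Fluo-8 signal, excitation 470-495, emission 515-575 nm. Read-out basis: % activation relative to PEA EC100 response. Control set: DMSO and PEA EC100. Repeats: no replicates (n 1).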
CHRM1 antagonist: antagonists of human M1 muscarinic receptor; CHO-K1 hM1, Fluo-8 calcium fluorescence, ACh EC80 antagonist; P11229; 1.3% of 360,000 active; AID 588852; inhibition, % at 3 µM;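 active means percent inhibition above its own plate's cutoff, namely the mean of that plate's compound wells plus 3 SD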;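 further: peak over basal fluorescence ratio during 140 s after agonist addition; 0% = ACh EC80 plus DMSO and 100% = DMSO alone without agonist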
CHRM1 agonist: agonists of human M1 muscarinic receptor; P11229; CHO-K1 hM1, Fluo-8 calcium fluorescence, agonist mode; 0% DMSO, 100% acetylcholine EC100; activation, % at 3 µM; 0.33% of 360,000 active; AID 588814;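 active means activation above the run's mean compound activation plus 3 SD, cut at about 16% in these data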;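 further: peak over basal fluorescence ratio within a 140 s kinetic read after compound addition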
TAAR1 antag: antagonists of human TAAR1. Q96RJ0. CHO RD-HGA16 TAAR1, Fluo-8 calcium fluorescence, antagonist. inhibition, % at 3 µM. 1.5% of 360,000 active. AID 624466;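 active means inhibition above a per-plate cutoff, the mean inhibition of test compounds on that plate plus 3 SD, cut at about 49% in these data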;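 further: 0% = DMSO plus EC80 beta-PEA response and 100% = DMSO alone without agonist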
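Test system: CHO RD-HGA16 cells bearing hTAAR1 | Reagent: β-PEA, EC80 | Compound dosing: 3 µM, single point | Schedule: Dye loading 75 min at 37 °C, then 30 min room temperature | Signal: Calcium fluorescence with Fluo-8 | Evaluation: Percent inhibition of PEA-evoked calcium signal, max/basal emission ratio | Control set: DMSO-only wells and EC80 β-PEA-stimulated wells | Repeats: Singlicate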
M1 PAM parental: nonselective activator or artifact in parental CHO-K1 calcium assay; ATP EC20, Fluo-8 calcium fluorescence; 0% at ATP EC20, 100% at ATP max; activation, % at 3 µM; 0.02% of 360,000 active; AID 602247;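 active means activation above the run cutoff, the mean activation of all test compounds plus 3 SD, cut at about 40% in these data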;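 further: peak over basal fluorescence ratio in a 140 s read after ATP addition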
* = called active by the depositor; nt = no result given.

Value order: OXTR potentiator | CHO parental Ca | CHO-K1 Ca ag | CHO-K1 Ca antag | TAAR1 agonist | CHRM1 antagonist | CHRM1 agonist | TAAR1 antag | M1 PAM parental
CCOc1ccccc1NC(=O)C1CCN(C(=O)NCc2ccccc2)CC1
→ -11 | -14 | 0.3 | 2 | 9 | -9 | -1 | -2 | 14
COc1cc(C(=O)COC(=O)c2cccs2)cc(OC)c1OC
→ 0 | -22 | 1.5 | 4 | 2 | 13 | -1 | 1 | -7
Cc1ccc(NC(=S)N(CCCN2CCCC2)Cc2cccn2Cc2ccc(Cl)cc2)cc1C
→ 0 | -12 | 0.8 | -8 | 2 | 10 | -6 | -16 | 8
O=C(O)c1ccc(N/N=C/C2=Cc3ccccc3OC2)cc1
→ -5 | 5 | 4.1 | 6 | 89* | 6 | 6 | 8 | -2
CCOc1cc(CNn2nnnc2N)ccc1OCC(=O)NC(C)(C)C
→ 2 | -2 | 0.9 | -2 | 7 | -2 | -2 | 2 | 12
Cc1c(C(=O)OC2CCCCC2)[nH]c2c1C(=O)CC(C)(C)C2
→ -6 | -28 | 0.5 | -12 | 17 | -18 | -6 | 2 | 16
CCc1ccccc1NC(=O)N1C2CCCC1CC(NC(C)=O)C2 (stereo not drawn)
→ -10 | -4 | -0.5 | 13 | 2 | 1 | -3 | 11 | 6
Fc1ccc(CSc2ccc3nnc(-c4cccs4)n3n2)cc1
→ -10 | -14 | 0.2 | -3 | 3 | -5 | -7 | -5 | 12
COc1ccc(NC(=O)C2CCCN(c3cnccn3)C2)c(OC)c1 (stereo not drawn)
→ -3 | -8 | 2.1 | -14 | 3 | -15 | 0 | -13 | 24
Cc1ccc(Cl)cc1N1CCN(S(C)(=O)=O)CC1
→ -1 | -7 | 0.4 | -20 | 0 | -15 | -4 | 0 | 9
O=C1CCC(c2ccccc2)(c2ccccc2)CC1
→ -9 | -15 | -0.4 | -20 | 1 | 4 | -9 | -6 | 12
CCCOc1ccc(C(CC(=O)O)NC(=O)CC(c2ccccc2)c2ccccc2)cc1 (stereo not drawn)
→ -2 | 4 | -0.4 | 8 | -1 | 14 | -2 | -12 | -15
CC12CCC=CC1=C(C=O)C1C2CCC2(C)C(O)CCC12 (stereo not drawn)
→ nt | nt | 2.6 | -7 | 19 | 6 | 2 | 39 | 12
CC1CN(c2ccc(NC(=O)c3ccco3)cc2C(=O)O)CC(C)O1 (stereo not drawn)
→ 0 | 4 | 0.5 | -11 | 1 | -11 | -1 | -29 | 5
Cc1occc1C(=O)Nc1cc(=O)n(C)c(=O)n1C
→ -2 | -7 | 0.0 | -6 | 1 | -4 | -3 | 1 | 9
CN1CCN(CC(=O)Nc2c(C#N)cnn2-c2ccccc2)CC1
→ -6 | -11 | 0.2 | -4 | 5 | 17 | -8 | 0 | 2
CCCc1cc(=O)oc2c(C)c(OCC(=O)NCc3ccccn3)ccc12
→ -6 | 1 | 0.3 | 2 | 1 | -10 | -1 | -15 | -15
Cc1c(N=C/C=C/c2ccccc2)c(=O)n(-c2ccccc2)n1C
→ -5 | -3 | 0.7 | -26 | 2 | 100* | -14 | 1 | 18
COc1ccc(Cl)cc1NC(=O)CCN1C(=O)C2CC=CCC2C1=O (stereo not drawn)
→ -4 | -10 | -0.1 | -1 | 1 | -18 | 0 | -10 | 0
CCNc1nc(Oc2ccc(=O)n(-c3ccccc3)n2)nc(N(C)C)n1
→ -9 | -22 | -0.1 | -8 | 3 | -11 | -3 | 1 | 19
C=C(C)CN(CC)C(=O)CCc1nnc(CCCc2ccccc2)o1
→ -2 | -14 | 4.5 | 0 | 1 | 2 | -6 | -5 | 3
Cc1nc(SCC(=O)Nc2ccccc2C(F)(F)F)c(C#N)c(C)c1CC(=O)c1ccc(Br)cc1
→ -9 | -11 | nt | nt | 2 | nt | nt | -2 | nt
COc1ccc(/C=C2/SC(=O)N(CC(=O)Nc3cc(C)on3)C2=O)cc1OC
→ 5 | 5 | 0.2 | 5 | 2 | 1 | -3 | 2 | 10
CCc1nc2c(OCCOc3ccccc3)cccn2c1N(C)C(=O)C1CC1
→ nt | nt | 1.3 | -4 | nt | -12 | -8 | nt | 10
NS(=O)(=O)c1ccc(CCNS(=O)(=O)c2ccc(Cl)nc2)cc1
→ -13 | -4 | 0.2 | -6 | 1 | -12 | -3 | -3 | 8
O=C(CSc1nnc2ccccn12)NC(=O)c1cccc([N+](=O)[O-])c1
→ 0 | 0 | 0.2 | -5 | 2 | 1 | -3 | 1 | -7
CCOC(=O)N1CCN(C(=O)/C(=C/c2cccs2)NC(=O)c2ccc(OC)c(OC)c2)CC1
→ -7 | -11 | 5.6 | -5 | 10 | 0 | 0 | 44 | 4
CCN(c1ccc(NC(=O)COC(=O)/C=C/c2cccs2)cc1)C(C)C
→ -4 | -16 | 0.7 | -1 | 1 | 3 | -14 | -25 | 15
COC(=O)c1cc(S(=O)(=O)Nc2cccc(S(N)(=O)=O)c2)oc1C
→ -5 | -6 | 0.1 | -11 | 1 | -3 | 0 | -17 | 13
COc1cccc(CC(=O)N2CCCC(CO)(Cc3ccc(F)cc3F)C2)c1 (stereo not drawn)
→ -20 | -1 | 1.9 | 2 | 2 | 11 | 1 | -12 | 20

Further structures:
smiles	OXTR potentiator	CHO parental Ca	CHO-K1 Ca ag	CHO-K1 Ca antag	TAAR1 agonist	CHRM1 antagonist	CHRM1 agonist	TAAR1 antag	M1 PAM parental
Fc1ccc(-n2cnnn2)c(F)c1	0	3	-0.1	-1	8	-10	-5	-33	-8
COc1cc(/C=C2\SC(=S)N(CCC(=O)N3CCCCC3)C2=O)cc(OC)c1OC	-8	-17	2.2	-13	2	-12	-3	5	10
CCOc1ccc(CCNC(=O)COC(=O)c2cc(OC)c(OC)c(OC)c2)cc1OCC	7	-22	nt	nt	-2	nt	nt	-16	nt
CCN(CC)CCCn1c2c(c(SCC(=O)N3CCCc4ccccc43)nc1=O)CCC2	-1	-23	9.4	5	-1	21	-8	1	8
CCOC(=O)Cn1ncc2c3ccccc3n(CC(=O)OCC)c2c1=O	-2	-4	0.7	-9	-1	-2	2	7	14
Cc1ccc(-n2nnc3c(=O)n(CC(=O)N4CCCC4)cnc32)cc1	3	0	-0.2	7	nt	4	-4	nt	-6
O=C(c1ccc(-c2ccccc2)cc1)N1CCN(c2ccccc2)CC1	-4	-2	0.5	-11	4	-17	-4	-8	10
CC(C)CC1C(=O)N(Cc2cn(CC3CCCCC3)nn2)CCS(=O)(=O)N1Cc1ccc(-c2ccc(F)nc2)cc1 (stereo not drawn)	nt	nt	0.1	3	1	-9	-3	5	-10
Cc1c([N+](=O)[O-])c([N+](=O)[O-])nn1CC(=O)N1CCCCC1	0	-9	-0.1	-8	1	3	-5	9	12
CC(C)C(C(=O)NCc1ccco1)N(Cc1ccco1)C(=O)CNS(=O)(=O)c1ccc(F)cc1 (stereo not drawn)	-11	-19	1.8	-20	0	-12	-6	-14	7
CCOC(=O)c1c(C)[nH]c(C(=O)OCC(=O)Nc2cc(C)ccc2OC)c1C	-18	-13	0.0	10	0	2	-1	-16	-7
O=C(NCC1CCOCC1)c1ccc(OC2CCN(Cc3ccccn3)CC2)cc1	-2	-5	0.2	-4	6	-5	-11	-16	13
CCN(C(=O)c1c(-c2ccccc2)noc1C)c1ccccc1	-3	-14	0.5	3	14	-8	-4	7	8
CCOP(=O)(c1ccccc1)C1(C#N)CCCC1 (stereo not drawn)	-13	-7	0.0	1	8	-2	-3	-5	11
C=CCNc1ncnc2c1cnn2-c1ccc(Cl)cc1	-3	-8	1.2	-5	1	3	-4	3	2
CC(C)N(Cc1ccccc1)C(=O)/C=C/c1ccccc1[N+](=O)[O-]	1	-12	1.7	-11	4	-6	-10	-14	26
CCC(Cc1ccccc1)NC(=O)Cn1ncc2ccsc2c1=O (stereo not drawn)	2	3	0.9	-3	8	-9	-4	-4	21
O=S(=O)(c1ccccc1)N1N=C(c2ccc(Br)cc2)CC1c1ccco1 (stereo not drawn)	-6	-11	-0.6	2	1	13	-2	-6	-5
COc1ccc(NC(=O)c2ccc(Cl)nc2)cc1S(=O)(=O)N1CCOCC1	4	-15	1.3	-13	7	0	-1	20	0
Clc1cc(Cl)c2nc(N3CCCC3)sc2c1	-10	-13	-0.2	-11	-1	-3	-3	-18	3
CCOCCCNCc1cc(Br)ccc1OCc1ccccc1	-12	-16	4.7	-2	4	5	-6	3	20
Cc1ccc2cc(F)c(F)c(F)c2n1	nt	nt	3.9	15	0	7	-3	3	8
CC(C)CC(c1nnnn1Cc1ccc2c(c1)OCO2)N1CCC(C(N)=O)CC1 (stereo not drawn)	1	-4	0.2	17	1	-1	-9	12	-3
CCOc1ccccc1N1CCN(CC(=O)N(C)CC(=O)Nc2ccccc2CC)CC1	nt	nt	-0.2	5	0	12	-3	7	-13
CCOC(=O)C(=O)N/N=C/c1ccco1	-5	-3	3.4	-2	2	9	-3	-26	9

6 compounds from above, arranged by molar mass, smallest number first.
smiles	OXTR potentiator	CHO parental Ca	CHO-K1 Ca ag	CHO-K1 Ca antag	TAAR1 agonist	CHRM1 antagonist	CHRM1 agonist	TAAR1 antag	M1 PAM parental
Cc1ccc2cc(F)c(F)c(F)c2n1	nt	nt	3.9	15	0	7	-3	3	8
Clc1cc(Cl)c2nc(N3CCCC3)sc2c1	-10	-13	-0.2	-11	-1	-3	-3	-18	3
CC(C)CC(c1nnnn1Cc1ccc2c(c1)OCO2)N1CCC(C(N)=O)CC1 (stereo not drawn)	1	-4	0.2	17	1	-1	-9	12	-3
COc1ccc(NC(=O)c2ccc(Cl)nc2)cc1S(=O)(=O)N1CCOCC1	4	-15	1.3	-13	7	0	-1	20	0
O=S(=O)(c1ccccc1)N1N=C(c2ccc(Br)cc2)CC1c1ccco1 (stereo not drawn)	-6	-11	-0.6	2	1	13	-2	-6	-5
CCOc1ccccc1N1CCN(CC(=O)N(C)CC(=O)Nc2ccccc2CC)CC1	nt	nt	-0.2	5	0	12	-3	7	-13

Structures above printed as active in TAAR1 agonist:
smiles | TAAR1 agonist | CHRM1 antagonist | CHRM1 agonist | TAAR1 antag
O=C(O)c1ccc(N/N=C/C2=Cc3ccccc3OC2)cc1 | 89* | 6 | 6 | 8
